# Tn7 DDE FP = DD(E)-Tn7 binding inhibition, primary FP screen; FP displacement of FITC-Tn7 peptide from fibrin DD(E); 0% = median of compound wells per plate; inhibition, % at 8.3 µM; 370,000 tested, 0.13% active;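 active = inhibition above the mean of compounds falling within the control limits plus 3 SD of them, cut at about 14% in these data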;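 also: 0% = plate median of compound wells and 100% = 10 µM Aha-Tn7 peptide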
#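 Also added: labelled Tn7 tracer, 0.1 µM; Assay system: human fibrin DD(E) protein; Amount: 2 µM fibrin DD(E); Schedule: 10 min compound pre-incubation, 3 h probe incubation at room temperature; Repeats: one replicate per compound; Read-out basis: percent inhibition; Measured by: fluorescence polarization of the labelled Tn7 tracer.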
# MBD2 DNA inh = MBD2-methylated oligo binding inhibition; Q9UBB5; TR-FRET, MBD2 binding to methylated oligonucleotide; inhibition, % at 4.4 µM; 370,000 tested, 0.31% active; AID 686964; in the data active = inhibition above about 13%
# ARFGAP1 inh = rat ARFGAP1 inhibition; Q62848; Arfgap1-stimulated ARF1 GTP hydrolysis, GDP FP detection; inhibition, % at 16.5 µM; 360,000 tested, 0.26% active;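 active = inhibition above a per-plate limit, mean inhibition of low control wells plus 3 SD, cut at about 25% in these data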;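 also: 0% = DMSO wells with enzyme and 100% = wells lacking Arfgap1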
#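 System: truncated rat Arfgap1 GAP domain / Benchmarks: high control wells lacking Arfgap1, low control full reaction with DMSO / Times: compound-enzyme preincubation 20 min, reaction 120 min, detection 60 min, 25 °C / Repeats: one replicate per compound / Also added: human ARF1(Δ1-17)-GTP substrate / Measured by: Tracer-displacement fluorescence polarization with EDTA stop, 620/688 nm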
# PLC-beta3 inh = PLC-beta3 (human) inhibition, primary screen; AID 720704; Q01970; 370,000 tested, 0.18% active; Purified PLC-beta3, fluorogenic substrate, fluorescence; inhibition, % at 12.2 µM; in the data active = inhibition above about 11%;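 also: 0% = median of compound wells on plate and 100% = full blocker control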
# KLK7 zymogen act = activates the human kallikrein-7 zymogen. P49862. purified proKLK7, EDANS-DABCYL substrate fluorescence; 100% is mature enzyme control, 0% vehicle. activation, % at 7 µM. 370,000 tested, 0.9% active;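 active = activation above the mean of all tested compounds plus 3 SD, computed per campaign excluding outliers beyond control limits, cut at about 13% in these data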
# Tn6 DDE FP = disrupts Tn6 cyclic peptide binding to fibrin D-Dimer-E complex. P02675. Fibrin DD(E) TRITC-Tn6 fluorescence polarization displacement. inhibition, % at 8.3 µM. 370,000 tested, 0.21% active;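 active = inhibition above a per-campaign cutoff: mean of compounds within control limits plus 3 SD, cut at about 15% in these data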;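 also: 0% = median of all compound wells on the plate and 100% = blocking peptide control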
# UHRF1 MBD2 ctr = blocks human UHRF1 binding to methylated DNA. UHRF1 binding to methylated oligo, TR-FRET. inhibition, % at 4.4 µM. 370,000 tested, 0.75% active. AID 687016; in the data active = inhibition above about 21%;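 also: UHRF1 SRA domain binding a hemimethylated CpG hairpin DNA probe; 0% = median of test compound wells and 100% = reference inhibitor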
# ASAP1 GAP inh = ASAP1 ArfGAP inhibition. Q9ULH1. ASAP1-stimulated ARF1 GTP hydrolysis, GDP FP detection. inhibition, % at 16.5 µM. 360,000 tested, 0.19% active; in the data active = inhibition above about 25%;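 also: 0% = vehicle with enzyme and substrate and 100% = no enzyme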
# ADAM17 inh = ADAM17 inhibition, QFRET primary screen | P78536 | recombinant ADAM17, EDANS/DABCYL FRET peptide cleavage | inhibition, % at 6.95 µM | 370,000 tested, 0.83% active | AID 720648;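 active = inhibition above the mean of compounds lying between control limits plus 3 SD, set per campaign, cut at about 8.5% in these data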;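 also: 0% = DMSO-only wells as the low control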
# PLCg1 inh = PLC-gamma1 (human) inhibition, primary screen; P19174; inhibition, % at 12.2 µM; 370,000 tested, 0.84% active; purified PLC-gamma1, fluorogenic substrate, fluorescence; in the data active = inhibition above about 9.5%
# Target sequence (P19174 whole entry, looked up): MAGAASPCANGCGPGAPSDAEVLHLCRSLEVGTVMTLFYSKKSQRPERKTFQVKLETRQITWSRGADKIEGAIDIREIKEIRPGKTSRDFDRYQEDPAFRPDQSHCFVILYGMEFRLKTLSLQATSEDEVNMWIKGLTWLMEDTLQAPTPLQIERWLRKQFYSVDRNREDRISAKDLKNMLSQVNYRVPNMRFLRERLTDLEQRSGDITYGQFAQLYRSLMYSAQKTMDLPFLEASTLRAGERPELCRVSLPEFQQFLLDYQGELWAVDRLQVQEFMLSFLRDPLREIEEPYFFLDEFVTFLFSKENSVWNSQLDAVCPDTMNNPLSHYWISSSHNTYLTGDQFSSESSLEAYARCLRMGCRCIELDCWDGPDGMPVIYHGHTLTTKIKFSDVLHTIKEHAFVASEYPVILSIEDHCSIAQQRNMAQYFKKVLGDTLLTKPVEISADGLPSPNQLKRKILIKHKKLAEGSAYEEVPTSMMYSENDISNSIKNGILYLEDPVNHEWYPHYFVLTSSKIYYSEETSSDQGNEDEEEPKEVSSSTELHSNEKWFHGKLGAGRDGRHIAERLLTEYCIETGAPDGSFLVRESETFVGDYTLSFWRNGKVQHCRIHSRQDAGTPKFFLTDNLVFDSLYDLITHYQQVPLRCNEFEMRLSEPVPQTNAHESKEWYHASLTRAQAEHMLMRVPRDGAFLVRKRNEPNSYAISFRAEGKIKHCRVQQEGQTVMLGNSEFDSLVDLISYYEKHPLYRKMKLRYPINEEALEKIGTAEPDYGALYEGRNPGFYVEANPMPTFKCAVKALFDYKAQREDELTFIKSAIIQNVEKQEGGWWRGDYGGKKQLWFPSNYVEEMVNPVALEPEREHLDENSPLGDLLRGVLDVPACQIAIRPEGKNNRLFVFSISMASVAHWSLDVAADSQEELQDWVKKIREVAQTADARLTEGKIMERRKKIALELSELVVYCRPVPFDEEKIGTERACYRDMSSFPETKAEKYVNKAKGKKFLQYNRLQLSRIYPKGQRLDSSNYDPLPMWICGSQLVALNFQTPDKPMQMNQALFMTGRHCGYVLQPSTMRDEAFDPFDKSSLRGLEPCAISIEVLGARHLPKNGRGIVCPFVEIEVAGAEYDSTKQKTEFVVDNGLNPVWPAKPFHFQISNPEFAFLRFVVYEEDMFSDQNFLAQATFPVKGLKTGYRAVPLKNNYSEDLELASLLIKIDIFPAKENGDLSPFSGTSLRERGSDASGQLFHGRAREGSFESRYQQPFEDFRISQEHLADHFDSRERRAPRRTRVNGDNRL
# * = called active by the depositor; i = inactive; x = no result given.
# Every second line gives: Tn7 DDE FP	MBD2 DNA inh	ARFGAP1 inh	PLC-beta3 inh	KLK7 zymogen act	Tn6 DDE FP	UHRF1 MBD2 ctr	ASAP1 GAP inh	ADAM17 inh	PLCg1 inh
CC(C)Oc1ccccc1C(=O)NC(CO)C(=O)O (stereo unspecified)
 : -6	-4	8	4	-0.4	-6	3	-8	-1	1
COc1ccc(-n2nc(C(=O)NCC(=O)N3CCN(c4cccc(Cl)c4)CC3)c3ccccc3c2=O)c(OC)c1
 : -2	1	-3	-7	-0.1	3	1	-2	-3	-2
CCOC(=O)c1cnn(-c2cc(Oc3ccccc3C)ncn2)c1N
 : 5	3	-8	3	0.0	1	-1	0	-5	0
COc1ccc(C(=O)/C=C/Nc2ccc(S(N)(=O)=O)cc2)cc1OC
 : 3	1	7	-84	2.9	4	-2	1	-13	-51
O=C(NN1C(=O)C2C3C=CC(C4CC34)C2C1=O)c1ccc(Cl)cc1Cl (stereo unspecified)
 : 0	-1	-6	3	0.7	3	-2	-16	-4	0
COc1ccc(-c2n[nH]c(C)c2-c2ccc(OC)c(OC)c2)c(O)c1
 : -10	-1	6	2	-0.8	-4	-1	5	2	0
CCCN(CCC)C(=O)c1ccc2c(c1)N(CC)C(=O)c1ccccc1S2(=O)=O
 : 3	-2	1	-3	-0.1	-7	0	-10	-5	-2
CCc1ccc(NC(=O)C2(C)Cc3ccccc3C(=O)O2)cc1 (stereo unspecified)
 : -2	2	13	2	0.7	-6	0	6	-2	1
Cc1cnc(NC(=O)c2cncc(Br)c2)s1
 : -2	-2	-14	3	-0.5	0	-2	-3	2	0
Cc1ccc(S(=O)(=O)c2nnn3c2nc(Nc2cccc(C)c2)c2ccccc23)cc1
 : -1	-5	0	3	-0.6	13	1	-5	-3	-1
Cc1ccc(C)c(C(=O)COC(=O)CCN2C(=O)C3C4CCC(C4)C3C2=O)c1 (stereo unspecified)
 : -4	0	19	-7	-0.2	-8	3	20	5	-1
Nc1nc2n(n1)C(=O)CC(c1ccccc1)N2 (stereo unspecified)
 : 3	4	13	-7	0.6	2	2	8	-7	1
CCc1cccc(NC(=O)C2CCCN2S(=O)(=O)c2ccccc2C(F)(F)F)c1 (stereo unspecified)
 : 3	4	-2	-4	0.0	3	2	4	0	0
CCOC(=O)C1=CCN(S(=O)(=O)c2ccccc2F)C1c1cccc(F)c1 (stereo unspecified)
 : 7	-4	4	1	0.5	7	0	-4	0	-2
Cc1nn(CC(=O)Nc2nnc(C(C)C)s2)c(=O)c2ccccc12
 : 8	2	15	-2	-0.1	-2	3	-11	-6	-2
CN(C(=O)c1cccc(NC(=O)Cc2ccc(NC(=O)C3CCCN(C(=O)CCc4ccccc4)C3)cc2)c1)C1CCCC1 (stereo unspecified)
 : -1	2	9	-1	0.8	-5	-2	-13	0	0
O=C(COC(=O)Cc1cn2ccsc2n1)Nc1nc2ccccc2s1
 : -1	1	0	0	0.0	3	0	-4	-3	-3
COc1ccc(/C=C(/NC(=O)c2ccco2)C(=O)Nc2ccc(C(C)=O)cc2)cc1
 : -6	-2	4	-7	-0.3	2	1	-2	1	-3
CCN(C(=O)COC(=O)c1cc([N+](=O)[O-])ccc1N1CCOCC1)C1CCCCC1
 : 8	-4	-16	5	-0.5	10	26*	0	0	2
CC(=O)c1cc(-c2cccc(CO)c2)c(=O)n2c1CCC2
 : 5	4	x	-2	0.5	2	0	x	-11	-2
COc1ccc(C2(CO)OC(CO)C(O)C2O)cc1 (stereo unspecified)
 : -1	-2	6	-2	-0.1	1	0	1	-4	1
O=S(=O)(c1ccccc1)N1CCC2(CC1)CO2
 : -3	-2	-5	2	1.2	-5	-4	-10	3	-4
CC(=O)Nc1ccc(S(=O)(=O)NCCNS(=O)(=O)c2ccc(NC(C)=O)cc2)cc1
 : 5	-4	-2	-6	0.0	5	0	0	0	-4
COCCCNC(=O)C[C@H]1C[C@@]2(C(=O)OC)C(=C[C@H](C(C)C)O[C@@H]2C2CC2)N(Cc2ccc3c(c2)OCO3)C1=O
 : 1	-3	x	3	-0.2	-5	-4	x	1	-1
CCOc1ccc(C2N(c3ccc(Cl)cc3)C(=O)C3CCCN32)cc1OC (stereo unspecified)
 : -8	-1	3	2	-0.5	-7	-2	-1	-2	-1
CCOc1ccccc1-n1c(SCC(=O)N2CCOCC2)nc2ccccc2c1=O
 : -3	1	8	-6	-0.1	-2	2	2	-3	0
CCCNC(=O)C1(C)CCN(C(=O)COc2ccc(Cl)cc2Cl)C1 (stereo unspecified)
 : 2	-5	7	0	-0.4	-1	-1	0	-5	0
Fc1ccc(NC(=S)NN=C2CCCCCC2)cc1
 : 5	5	13	-3	-0.4	1	-2	0	-3	-3
O=C(Nc1nccs1)c1cccc(N2C(=O)c3cccc4c([N+](=O)[O-])ccc(c34)C2=O)c1
 : 3	2	4	-109	0.0	1	-1	10	-4	-101
N#Cc1ccc(OCC(=O)NN2Cc3ccccc3C2=N)cc1
 : -8	-1	-12	3	-0.1	8	-2	6	3	3
O=C(C1CCCC1)N1CCCC(Nc2ccccc2)C1 (stereo unspecified)
 : 8	-1	-16	-4	-0.4	-4	-2	9	-4	-1
COc1ccc(OCC(=O)NNC(=O)C2CCC2)cc1
 : 2	-5	2	-2	-0.4	1	4	-5	-1	-2
COc1cccc(C(=O)Nc2cc3c(cc2Cl)OCCCO3)c1
 : 4	-2	-8	0	-0.7	5	3	3	-1	3
COc1ccc(CCc2nnc(CCC(=O)NCc3cnc4ccccn34)o2)cc1
 : 5	8	-10	-12	0.4	-5	3	-1	-12	-8
c1ccc2[nH]c(NCCN3CCOCC3)nc2c1
 : 1	0	-7	5	0.6	-1	2	6	-2	-1
CC(CNC(=O)c1ccc(C#N)cc1)NC(=O)c1ccc(C#N)cc1 (stereo unspecified)
 : 6	-4	9	0	0.3	6	-2	11	-2	8
COC(=O)c1ccc(-c2csc(NC(=O)c3ccc(S(=O)(=O)N4CCc5ccccc5C4)cc3)n2)cc1
 : 3	-2	-14	2	-0.3	0	-2	-2	-3	-1
COc1ccc(CCN2CCCn3c2nc2c3c(=O)[nH]c(=O)n2C)cc1OC
 : -2	7	-1	-4	1.0	-6	-2	3	-3	5
CCOCCCNC(=O)CC1Oc2ccc(C)cc2NC1=O (stereo unspecified)
 : -1	-1	-7	-2	0.2	1	0	6	-2	-1
COc1ccc(NC(=O)c2cc([N+](=O)[O-])ccc2NC(=O)CNC2CCCCC2C)c(OC)c1 (stereo unspecified)
 : -7	0	-7	-4	-0.1	-4	0	2	3	3

# Gathered by group, those above with fluorine
# Every second line gives: Tn7 DDE FP	MBD2 DNA inh	ARFGAP1 inh	PLC-beta3 inh	KLK7 zymogen act	Tn6 DDE FP	UHRF1 MBD2 ctr	ASAP1 GAP inh	ADAM17 inh	PLCg1 inh
CCc1cccc(NC(=O)C2CCCN2S(=O)(=O)c2ccccc2C(F)(F)F)c1 (stereo unspecified)
 : 3	4	-2	-4	0.0	3	2	4	0	0
CCOC(=O)C1=CCN(S(=O)(=O)c2ccccc2F)C1c1cccc(F)c1 (stereo unspecified)
 : 7	-4	4	1	0.5	7	0	-4	0	-2
Fc1ccc(NC(=S)NN=C2CCCCCC2)cc1
 : 5	5	13	-3	-0.4	1	-2	0	-3	-3

# Additional compounds
# Every second line gives: Tn7 DDE FP	MBD2 DNA inh	ARFGAP1 inh	PLC-beta3 inh	KLK7 zymogen act	Tn6 DDE FP	UHRF1 MBD2 ctr	ASAP1 GAP inh	ADAM17 inh	PLCg1 inh
Nc1ccc2nc3c(c(Cl)c2c1)CCCC3
 : 1	-1	-10	i	14*	-2	-7	-8	-65	i
COc1ccc(N(Cc2cc(=O)[nH]c3ccccc23)C(=O)c2ccco2)cc1
 : 6	-3	-2	-5	0.0	-2	-3	-7	-1	0
Cc1c(C(=O)NCC2COc3ccccc3O2)oc2ccc(S(=O)(=O)N3CC(C)CC(C)C3)cc12 (stereo unspecified)
 : -8	-2	9	2	0.3	-1	1	7	-1	2
CCOc1ccc(Cl)cc1S(=O)(=O)N1CCN(c2ccc(C)c(C)c2)CC1
 : -2	2	8	2	-0.7	-2	0	3	0	10*
CCN(CC)S(=O)(=O)c1ccc(C(=O)Oc2coc(CSc3nc(C)cc(C)n3)cc2=O)cc1
 : 4	0	-2	-1	-0.3	6	5	-3	-1	2
CCOC(Cn1c(SCC(=O)Nc2cc(C)on2)nc2ccccc2c1=O)OCC
 : 3	3	-7	-8	0.1	6	-1	-1	-4	1
CN(CC(=O)Nc1ccccc1Br)C(=O)Cn1[nH]c(=O)c2ccccc2c1=O
 : 2	-5	-5	-6	0.2	0	-1	5	-6	0
COc1cccc(CN(CC2CCCO2)S(=O)(=O)c2ccc(-n3cnnn3)c(OC)c2)c1 (stereo unspecified)
 : 6	-4	-1	-1	0.6	9	-1	9	-4	-2
CCCCCCN1C[C@@H](O)[C@H](n2cc(C3CC3)nn2)C[C@@H]1c1ccccc1
 : -3	-7	2	0	1.2	6	0	-5	1	0
COC(=O)C1=C(C)N(C)C(=NCc2cccc(C(F)(F)F)c2)NC1c1ccc(C(F)(F)F)cc1 (stereo unspecified)
 : -1	0	2	0	-0.1	-9	2	19	-1	1
CCOc1ccc(C(CCc2ccccc2)NC(=O)c2ccccc2)cc1OCC (stereo unspecified)
 : -7	-2	1	4	0.9	4	1	1	1	3
C#CCn1c2ccccc2c(=O)n1C(C)C
 : 5	-1	-4	-28	2.8	1	1	5	-41	-23
O=C(CN1C(=O)COc2ccccc21)c1ccc(Cl)cc1
 : -2	-4	4	4	0.7	1	1	10	1	2
COC(=O)c1ccc(CNC(=O)CSC2=NCCS2)cc1
 : 5	-3	-3	1	-0.4	4	-1	-6	1	-2
S=C(NCCCN1CCOCC1)N1CCOCC1
 : -1	-1	-6	-4	-0.7	-4	1	-7	3	3
O=C(CC(O)(c1ccccc1)c1ccccc1)Nc1ccccn1
 : 2	0	-4	1	-0.6	6	-1	-15	-5	0
COCCNC(=O)CSc1ncnc2sccc12
 : -5	1	-6	-1	0.0	-2	-5	5	-3	-21
CC1Cc2cc(S(=O)(=O)N3CCN(c4ccccc4)CC3)ccc2N1C(=O)C1CC1 (stereo unspecified)
 : -5	-1	9	-4	0.2	2	-1	5	-1	0
O=C(NC1=NCCS1)c1ccc(F)c(S(=O)(=O)N2CCOCC2)c1
 : -5	-4	-1	0	-0.5	-1	2	-2	-1	2
N=C1SC(CC(=O)Nc2ccccc2[N+](=O)[O-])C(=O)N1c1ccccc1 (stereo unspecified)
 : 3	5	4	-1	0.7	5	7	15	-4	2
O=C(COc1ccc2c3c(c(=O)oc2c1)CCCC3)NCCCN1CCCC1=O
 : 3	-7	3	-31	0.2	0	-3	3	-80	-18
COc1ccccc1-c1nc2ccccc2n(CC(C)C)c1=O
 : -11	-3	1	-2	-1.0	-6	-1	-12	2	1
COc1cccc(NC(=O)Nc2c(-c3ccc(C(F)(F)F)cc3)nc3ncccn23)c1
 : -9	3	x	-210	0.3	-4	-3	x	-25	-160
CSc1nsc(SCC(=O)Nc2nc3ccccc3s2)n1
 : -4	1	3	-4	0.1	-1	-1	-3	-1	-4

# Screening data as filed in PubChem BioAssay.

# Hits appear at their usual frequency; any-hit rate near 4.1%.
